HP1b binding inh: HTS for Inhibitors of HP1-beta Chromodomain Interactions with Methylated Histone Tails; AlphaScreen HP1-beta / biotin-H3K9me3 peptide binding; Potency, µM (titrated, usually from 114 µM), for the others: at the highest dose activity change, negative = inhibition, most hits filed as inhibitors; 390,000 tested, 0.56% active; AID 540317, 2011; also: nearly all actives have a fitted effect of over 70% in size; inactives centre near 23
Target sequence (P83916 whole entry, looked up): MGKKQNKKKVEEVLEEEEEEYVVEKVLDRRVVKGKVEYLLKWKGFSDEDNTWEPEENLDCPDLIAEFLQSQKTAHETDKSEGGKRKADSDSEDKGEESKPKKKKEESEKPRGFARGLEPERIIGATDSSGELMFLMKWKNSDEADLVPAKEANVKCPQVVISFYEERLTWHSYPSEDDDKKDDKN
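AlphaScreen: HP1-beta (50 nM) preformed 30 min with biotin-H3(1-18)K9me3 peptide (50 nM) in PBS pH 7.4, 0.01% Tween-20. Compound added for 30 min at RT, then streptavidin donor/nickel chelate acceptor beads (10 ug/mL) for 30 min.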
BLM helicase inh: qHTS Assay for Inhibitors of Bloom's syndrome helicase (BLM); 350,000 tested, 0.2% active; RecQ-like DNA helicase BLM (Homo sapiens), P54132; recombinant BLM DNA unwinding, fluorescence dequenching; Potency, µM (titrated, usually from 56.1 µM), without a hit: at the highest dose activity change, negative = inhibition, hits mostly inhibitors;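 also: plate controls were vehicle for no effect and no enzyme for full effect; nearly all actives have a fitted effect of over 35% in size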
BAZ2B inh: qHTS Assay for Inhibitors of BAZ2B; 360,000 tested, 4.4% active; Bromodomain adjacent to zinc finger domain protein 2B (Homo sapiens), Q9UIF8; Potency, µM (highest dose often 114 µM), for inactives: at the top dose activity change, negative = inhibition, usual class: inhibitors; AlphaScreen BAZ2B-H3K14Ac peptide displacement; also: % is scaled to controls: 0 for no effect and ±100 for the full control effect; nearly all actives have a fitted effect of over 60% in size
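In this displacement format the biotinylated H3(5-23) peptide acetylated at Lys14 serves as ligand at 50 nM, with BAZ2B at 50 nM in PBS pH 7.4 containing 0.01% Tween-20. Donor and acceptor beads are 10 ug/mL final.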
Pin1 inh: qHTS Assay to Find Inhibitors of Pin1; Pin1 FP peptide displacement, HiFluor488, 10 min; 390,000 tested, 0.009% active; Potency, µM (doses to about 115 µM), for the others: at the top dose activity, negative = inhibition, usual class: inhibitors; active = well fitted inhibition curve with a large enough effect in the polarisation, with a control signal flat, not every such curve was filed as active; inconclusive = small, poorly fitted or top-dose-only effect, or effect the other way, or a change in a side signal; inactive = no such curve, though single readings can be large or run the other way; the % refers to the polarisation; also: % is scaled to controls: 0 for no effect and ±100 for the full control effect
Target sequence (Q13526 whole entry, looked up): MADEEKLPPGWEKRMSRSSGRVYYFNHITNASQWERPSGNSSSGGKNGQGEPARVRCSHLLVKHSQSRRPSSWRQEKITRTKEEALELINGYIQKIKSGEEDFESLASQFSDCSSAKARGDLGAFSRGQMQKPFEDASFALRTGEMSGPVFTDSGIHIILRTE
GLS inh: qHTS for Inhibitors of Glutaminase (GLS); Glutaminase kidney isoform, mitochondrial (Homo sapiens), O94925; 410,000 tested, 0.21% active; GLS enzymatic activity, qHTS titration; Potency, µM (highest dose often 45.5 µM), for inactives: at the top dose activity change, negative = inhibition, usual class: inhibitors; also: % is scaled to controls: 0 for no effect and ±100 for the full control effect
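Glutamate formation by hKGA was monitored fluorometrically using coupled glutamate oxidase, HRP and Amplex Red. Substrate was added as 1 mM L-glutamine solution; incubation was 30 min at RT after an initial read.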
Pol iota inh: qHTS for Inhibitors of Polymerase Iota. 390,000 tested, 1% active. Pol iota fluorescent replication assay, 10 min. Potency, µM (top dose mostly 115 µM), for inactives: at the highest dose activity, negative = inhibition, hits mostly inhibitors. DNA polymerase iota (Homo sapiens), Q9UNA4
Target sequence (Q9UNA4 whole entry, looked up): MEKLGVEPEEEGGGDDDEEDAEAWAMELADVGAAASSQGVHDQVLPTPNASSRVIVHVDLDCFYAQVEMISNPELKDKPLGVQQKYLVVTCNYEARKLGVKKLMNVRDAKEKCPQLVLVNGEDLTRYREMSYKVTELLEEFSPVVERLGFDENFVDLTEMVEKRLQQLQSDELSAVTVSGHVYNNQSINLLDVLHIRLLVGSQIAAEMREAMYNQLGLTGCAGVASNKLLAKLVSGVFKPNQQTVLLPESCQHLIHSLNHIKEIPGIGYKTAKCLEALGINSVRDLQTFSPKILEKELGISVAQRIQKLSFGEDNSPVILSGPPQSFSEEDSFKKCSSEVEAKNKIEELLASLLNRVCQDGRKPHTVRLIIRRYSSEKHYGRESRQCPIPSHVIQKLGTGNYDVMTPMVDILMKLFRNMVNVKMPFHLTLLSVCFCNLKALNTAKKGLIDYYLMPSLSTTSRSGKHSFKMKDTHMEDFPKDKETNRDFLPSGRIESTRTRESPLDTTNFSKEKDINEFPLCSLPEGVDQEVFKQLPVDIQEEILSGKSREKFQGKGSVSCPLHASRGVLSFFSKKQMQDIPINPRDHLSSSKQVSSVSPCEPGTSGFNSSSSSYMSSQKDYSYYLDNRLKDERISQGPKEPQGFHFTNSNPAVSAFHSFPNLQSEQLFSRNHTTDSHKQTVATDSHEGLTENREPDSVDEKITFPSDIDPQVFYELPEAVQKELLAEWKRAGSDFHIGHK
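Pol iota at 10 nM preincubated 15 min with compounds at room temperature; reaction started with fluorescent substrate, 50 nM final. Fluorescence read kinetically at 0 and 10 min; buffer-only wells as negative control.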
JMJD2A Tudor inh: qHTS Assay for Inhibitors of JMJD2A-Tudor Domain | Lysine-specific demethylase 4A (Homo sapiens), O75164 | AlphaScreen JMJD2A-Tudor / H3K4me3 peptide binding | Potency, µM (series often up to 114 µM), inactives show at the highest dose activity change, negative = inhibition, actives largely listed as inhibitors | 390,000 tested, 4.4% active; also: % is scaled to controls: 0 for no effect and ±100 for the full control effect; nearly all actives have a fitted effect of over 50% in size
PGK inhibitor: qHTS Assay to Find Inhibitors of Phosphoglycerate Kinase | PGK/GAPDH coupled, Kinase-Glo luminescence, 60 min | Potency, µM (doses to about 57.5 µM), inactives show at the top dose activity change, negative = inhibition, actives largely listed as inhibitors | 380,000 tested, 0.043% active; also: % is scaled to controls: 0 for no effect and ±100 for the full control effect; nearly all actives have a fitted effect of over 60% in size
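Luminescent ATP detection (Kinase-Glo Plus) follows a 60-minute room-temperature incubation, with wells lacking PGK as controls. Buffer: 100 mM TEA (pH 7.6), 5 mM MgCl2, 0.01% Tween-20. Coupling enzyme GAPDH (100 nM final) supplies unstable 1,3-BPG in-well.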
G9a block: qHTS Assay for Inhibitors of Histone Lysine Methyltransferase G9a. Histone-lysine N-methyltransferase EHMT2 (Homo sapiens), Q96KQ7. G9a H3K9 monomethylation, AlphaScreen, 2 h. Potency, µM (highest dose often 102 µM), without a hit: at the top dose activity, negative = inhibition, actives largely listed as inhibitors. 350,000 tested, 8.8% active. AID 504332, 2011; also: % is scaled to controls: 0 for no effect and ±100 for the full control effect; nearly all actives have a fitted effect of over 75% in size
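AlphaScreen read-out: biotin-H3K9 peptide (500 nM) methylation by 20 nM enzyme with 20 uM SAM, 2 h at room temperature after 15 min compound preincubation; anti-monomethyl H3K9 antibody plus donor/acceptor beads, 10 min dark.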
Active calls of the source: *; i = inactive; ? = inconclusive; · = not tested or not shown; & = joins results of further samples; [ ] = another dose, or the depositor's remark. Unless noted, calls follow the shape of the dose curve; as a rule, active = well fitted curve in the direction sought with a large enough effect; inconclusive = small, poorly fitted or top-dose-only effect, or another doubt; inactive = no such curve, though single readings can be large; an effect the other way counts as inactive or inconclusive. Potency is read from the fitted curve at half-maximal effect. The list is partial; count on the stated rates, not on these rows.

SMILES	HP1b binding inh	BLM helicase inh	BAZ2B inh	Pin1 inh	GLS inh	Pol iota inh	JMJD2A Tudor inh	PGK inhibitor	G9a block
CCOC(=O)C1CCN(C(=O)c2cc(C)n(C(C)(C)C)n2)CC1	15%	2%	2%	-3%	0%	?	-20%	5%	11%[59 µM]
COc1ccc(OC)c(NC(=O)c2cc3c(s2)-c2ccccc2SC3)c1	24%	-9%	7%	2%	1%	17%	-6%	·	26%[59 µM]
N#CC1=C(N)C2=CCCC[C@H]2[C@H](c2cccc(F)c2)C1(C#N)C#N	8%	-12%	1%	?	1%	27%	-22%	-7%	-8%[59 µM]
CCc1ccc(N2CCn3c2nc2c3c(=O)n(Cc3cccc(C)c3)c(=O)n2C)cc1	17%	2%	-3%	-1%	1%	13%	-3%	-9%	7%[59 µM]
COc1cc(/C=C2\SC(=S)N(NS(=O)(=O)c3ccccc3)C2=O)ccc1O	?	-6%	?	115%[activator]	6%	32µM*	?	0%	40µM*
CCN(CC)CCNC(=O)c1cc([N+](=O)[O-])c(N(C)C)cc1OC	11%	1%	-1%	-7%	0%	23%	-10%	-7%	-4%[12.7 µM]
O=C(/C=C/c1c(Cl)cccc1Cl)NCc1ccccc1	21%	1%	0%	0%	3%	15%	-15%	-7%	22%
CCc1ccc2nc(N(Cc3cccnc3)C(C)=O)sc2c1	38%	0%	-18%	-7%	-15%	19%	-12%	0%	0%[59 µM]
Cc1nccn1CCCNC(=O)CC1C(=O)NCCN1Cc1ccc(Cl)c(F)c1 (stereo unspecified)	18%	0%	1%	-8%	-10%	-6%	-17%	4%	3%
O=[N+]([O-])c1cccc(/C=N/Nc2nnc(-c3ccccc3)c(-c3ccccc3)n2)c1	47%[activator]	3%	-5%	-5%	-7%	10%	-11%	-12%	53%[activator][59 µM]
NC(=O)CSc1oc(-c2ccco2)nc1S(=O)(=O)c1ccccc1	36%	-1%	-4%	14%	-7%	6%	-13%	6%	·
COC(=O)c1sc(-c2ccccc2)cc1NC(=O)Nc1ccc(F)cc1	6%	-9%	5%	1%	-7%	?	-12%	-5%	10%[59 µM]
Cc1ccc(C(C)C)c(OCC(=O)NNC2=CC(=O)CC(C)(C)C2)c1	33%[activator]	-3%	-10%	-1%	?	181%[activator]	-21%	-3%	·
CCOCCCNC(=O)/C(C#N)=C/c1ccc(-c2ccc(S(=O)(=O)N3CCOCC3)cc2)o1	16%	-14%	-20%	63%[activator]	0%	35%[activator]	-14%	i	?
O=C(c1cc2ccccc2oc1=O)N(Cc1ccc2c(c1)OCO2)Cc1ccco1	-5%	-7%	-5%	1%	-8%	6%	?	-8%	-4%[59 µM]
CCCCC(=O)Nc1cc(C)c(NC(=O)c2cccs2)cn1	9%	-6%	-12%	3%	4%	145%[activator]	-9%	9%	?
CC(=O)c1ccc(NC(=O)C2CC(=O)N(Cc3ccccc3)C2)cc1 (stereo unspecified)	16%	-8%	6%	-6%	?	39%[activator]	-9%	2%	2%[59 µM]
CC(NC(=O)c1ccco1)C(=O)N(C)Cc1ccc(C(F)(F)F)cc1 (stereo unspecified)	5%	0%	6%	-1%	2%	59%[activator]	-2%	-5%	-1%[59 µM]
Cc1ccc(-c2cccc(C(=O)NCCc3ccccc3)n2)c2ccccc12	41%[activator]	-8%	4%	-1%	-2%	-3%	-2%	-11%	23%
CC(C)OCCCNC(=O)C(=O)N/N=C/c1ccc(OCc2ccccc2)cc1	18%	-1%	-29%	-1%	-4%	-10%[58.9 µM]	3%	3%	4%
Cc1c(NC(=O)COc2cccc(Br)c2)c(=O)n(-c2ccccc2)n1C	10%	-2%	-2%	-9%	8%	11%	-11%	0%	0%
CC12CC3CC(C)(C1)CC(Nc1nc(N4CCOCC4)nc4ccccc14)(C3)C2	70%[activator]	1%	4%	-4%	-1%	129%[activator]	4%	2%	?
CCOc1ccc2[nH]c(=O)c(CN(CCc3ccccc3)C(=O)N3CCCC3)cc2c1	15%	-2%	-1%	-1%	2%	-5%	-18%	-10%	25%
CCc1ccc(CNC(=O)C2CCN(S(=O)(=O)N3CCC(C)CC3)CC2)cc1	22%	0%	0%	-2%	-10%	11%	-21%	-2%	31%[activator]
COc1ccc(NS(=O)(=O)c2ccc(Cl)c(N)c2)cc1Br	-9%	0%	·	-6%	10%	-10%	-13%	-5%	-8%
CCOC(=O)/C=C/C(=O)Nc1ccc(S(=O)(=O)Nc2c(C)cc(C)cc2C)cc1	28%	-9%	7%	7%	-1%	-21%	-12%	-5%	6%[59 µM]
Cc1ccn2c(Nc3ccc4c(c3)OCO4)c(-c3ccco3)nc2c1	?	-7%	-37%	-10%	3%	-6%	?	-6%	4.5µM*
CC(C)(C)NCC(O)COc1ccc(Br)cc1 (stereo unspecified)	40%[activator]	1%	-2%	-5%	-3%	37%	-2%	3%	-4%
CC(C)CC(=O)NC(=S)Nc1ccc(S(=O)(=O)N2CCN(C)CC2)cc1	1%	2%	-12%	1%	8%	0%	-31%	1%	?
Cc1ccc(S(=O)(=O)NCCCNC(=O)OCc2ccccc2)cc1	37%[activator]	·	·	-2%	1%	31%[activator]	-8%	-8%	·
Cc1ccc(NC(=O)CSCC(=O)N=c2sccn2C)cc1	29%	·	0%	-2%	-2%	0%	-8%	-10%	-1%
COc1ccc(N2CCN(c3ncnc4c3cnn4-c3ccc(C)cc3C)CC2)cc1	4%	-1%	8%	2%	6%	14%	-23%	·	-6%[12.7 µM]
COc1ccc(Br)cc1C(=O)Nc1ccc(N2CCCC2)cc1	?	-5%	22µM*	5%	-2%	31%[activator]	?	-10%	·
CCCCc1ccc(NC(=O)CC(C)=O)cc1	27%	0%	17%	-5%	-3%	1%	-15%	-5%	40%
CCCC(=O)N1CCN(Cc2nc3cc([N+](=O)[O-])ccc3n2C)CC1	34%	-7%	1%	0%	5%	34%[activator]	-4%	3%	?
O=C(CSc1cccc2cccnc12)Nc1cccc(S(=O)(=O)N2CCOCC2)c1	28%	-3%	-9%	3%	-4%	94%[activator]	-15%	3%	?

Already shown: an excerpt of the list.
SMILES	HP1b binding inh	BLM helicase inh	BAZ2B inh	Pin1 inh	GLS inh	Pol iota inh	JMJD2A Tudor inh	PGK inhibitor	G9a block
CCOC(=O)/C=C/C(=O)Nc1ccc(S(=O)(=O)Nc2c(C)cc(C)cc2C)cc1	28%	-9%	7%	7%	-1%	-21%	-12%	-5%	6%[59 µM]
Cc1ccn2c(Nc3ccc4c(c3)OCO4)c(-c3ccco3)nc2c1	?	-7%	-37%	-10%	3%	-6%	?	-6%	4.5µM*
CC(C)(C)NCC(O)COc1ccc(Br)cc1 (stereo unspecified)	40%[activator]	1%	-2%	-5%	-3%	37%	-2%	3%	-4%

Additional structures follow.
SMILES	HP1b binding inh	BLM helicase inh	BAZ2B inh	Pin1 inh	GLS inh	Pol iota inh	JMJD2A Tudor inh	PGK inhibitor	G9a block
Nc1cccc2cc(S(=O)(=O)O)ccc12	-8%[57 µM]	·	·	·	-28%	4µM*	50µM*	-28%	·
Cc1[nH]n(C)c(=O)c1C(=O)c1c(-c2c(Cl)cccc2Cl)noc1C	19%	-13%	?	0%	0%	41%[activator]	-6%	i	?
COC(C[C@H]1O[C@H]1[C@@H](O)COCc1ccccc1)OC	42%[activator]	0%	4%	2%	0%	-4%	1%	i	11%[59 µM]
O=C(c1ccccc1F)N1CCCC(c2ccccc2)C1 (stereo unspecified)	6%	2%	8%	?	5%	?	-1%	4%	-11%[59 µM]
O=Cc1s/c(=N\S(=O)(=O)c2ccccc2)n(CCCCl)c1Cl	38%	-6%	-16%	29%	-9%	?	-17%	5%	45µM*
CCN(CC)CCN1C(=O)c2ccccc2NC1c1cccc(F)c1 (stereo unspecified)	38%	-6%	21%	4%	-2%	-5%	4%	i	5%
COc1ccc2cc(C(C)C(=O)Nc3cccc(S(=O)(=O)N(C)C)c3)ccc2c1 (stereo unspecified)	4%	-15%	-11%	3%	0%	138%[activator]	-23%	-1%	-12%
COC(=O)c1cn(NC(=O)C2CCC(C(C)(C)C)CC2)c(=O)c2ccccc12 (stereo unspecified)	17%	-3%	1%	1%	2%	9%	1%[57.1 µM]	-8%	-5%
CCOC(=O)C1CCCN(CC(=O)N2CCCc3c2c(=O)oc2ccc(OCc4ccccc4)cc32)C1 (stereo unspecified)	8%	-1%	-23%	10%	-2%	4%	40µM*	-4%	22µM*
CCOc1ccc(S(=O)(=O)N(C)CC(=O)NCCN2CCOCC2)cc1	20%	-2%	0%	-6%	-2%	21%	0%	i	9%
C/C(CC(=O)Nc1cccnc1)=N\NC(=O)c1ccc([N+](=O)[O-])c(Cl)c1	22%	4%	-8%	0%	13%	-6%	-2%	-7%	-2%[59 µM]
CC(C)C(=O)Nc1nnc(CCN2CCOCC2)s1	3%	-4%	-4%	1%	12%	5%	-13%	-7%	?
CCCC[C@@H]1C=C(C(=O)O)[C@H](c2ccc(CC)cc2)N1S(=O)(=O)c1ccc(C)cc1	23%	·	·	-6%	9%	-15%	-22%	5%	·
Cc1cccc(-c2noc(CNC(=O)c3ccccc3Br)n2)c1	34%	-1%	-2%	-2%	-3%	1%	-12%	-9%	1%[59 µM]
CC(C)[C@@H](C(=O)N1CCNCC1)n1cc(CCO)nn1	24%	0%	-22%	4%	-5%	-10%	-13%	-3%	?
O=C(CCNC(=O)C1CCN(S(=O)(=O)c2ccccc2)CC1)NCc1ccc(Cl)cc1	60%[activator]	-1%	-7%	1%	-8%	24%	6%	-1%	10%
CCOC(=O)C1CCN(C(=O)Cn2ncc3c([nH]c4ccccc43)c2=O)CC1	33%&10%	-2%&2%	-7%&3%	-9%&-6%	-8%&3%	8%&23%	-17%&-7%	-5%	37%&-1%[59 µM]

Screening results (PubChem)
